aSyn tox rescue = qHTS of alpha-syn Inhibitors: NCGC Sytravon Library Screen; S. cerevisiae alpha-synuclein toxicity rescue, BacTiter-Glo growth, 24 h; Potency, µM (doses to about 46.1 µM), without a hit: top-dose growth rescue (activation), hits mostly activators; AID 1347070, 2019; 94,000 tested, 0.02% active; active means well fitted activation curve with a large enough effect; inconclusive means small, poorly fitted or top-dose-only effect; further: 0% is about no effect
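Growth restoration measured by BacTiter-Glo luminescence after 24 hr at 30 deg C; alpha-synuclein yeast, raffinose-pregrown to mid-log, were added at OD600=0.02 in galactose medium onto pinned compounds.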
An asterisk follows results filed as active; u = inconclusive; & = joins results of further samples; [ ] = remark or other dose. Potency means the concentration at half of the fitted maximal effect. This is a subset, so the mix of outcomes need not match the whole.

SMILES	aSyn tox rescue
CC1(C)C2C/C(=N\O)C(C)(/[N+]([O-])=C/c3cccc([N+](=O)[O-])c3)CC21 (configuration not stated)	-5%
CN(C)/C=N/c1nc2nccc(-c3ccccn3)n2n1	3%
Cn1ccnc1C(=O)c1ccc(N)cc1	-3%
COC(=O)C(C)Sc1nc2ccsc2c(=O)n1Cc1ccccc1 (configuration not stated)	-3%
O=C(O)CCC(=O)N1CCc2cc(S(=O)(=O)N3CCN(c4ccc(F)cc4)CC3)ccc21	-7%
CCCCC(=O)N(c1ccc2oc(C)c(C(C)=O)c2c1)S(=O)(=O)c1ccc(F)cc1C	-6%
CCOc1cc(/C=N\Nc2nc(-c3ccc(C)cc3)c(NC(C)=O)s2)ccc1O	6%
Cc1cc(C)cc(NC(=O)CSc2nc3sc4c(c3c(=O)[nH]2)CCCC4)c1	-9%
Cc1ccc(C)c(CSc2cn(CC(=O)N3CCCCCC3)c3ccccc23)c1	-1%
COc1ccc(NC(=O)NCCn2nnc3cc(S(=O)(=O)N(C)C)ccc32)cc1	0%
CCn1c(C(=O)NCc2cccc(Br)c2)cc2oc3ccccc3c21	-6%
CCOc1ccccc1CNC(=O)C1CCN(C(=O)N2CC(CC)Oc3ccc(C)cc32)CC1 (configuration not stated)	1%
CCOc1cc(N2CCOCC2)c(OCC)cc1NC(=O)Cn1nc(C)c([N+](=O)[O-])c1C	2%
CCCCOc1ccc(C(=O)NCC(c2ccc(Cl)cc2)N2CCOCC2)cc1 (configuration not stated)	13%
Cc1ccccc1C(=O)NCC(c1ccc(N(C)C)cc1)N1CCCC1 (configuration not stated)	2%
COc1ccc2c(c1)c1c(c(=O)n(-c3ccc(F)c(Cl)c3)c(=O)n1CC(N)=O)n2C	2%
Cc1cc(C)cc(C(=O)n2nc(C)c(S(=O)(=O)N3CCCCCC3)c2C)c1	0%
Cc1ccccc1NC(=O)Nc1cccs1	1%
CCn1c(SCC(=O)Nc2cc(C)on2)nnc1-c1c[nH]c2ccccc12	3%
O=C(NNC(=O)C1CCCCC1)c1ccncc1	3%
CCN(CC(=O)Nc1c(F)cccc1F)C(=O)CCSc1ccc(F)cc1	-47%[inhibitor]
COc1ccc(C(CNC(=O)c2oc3cc(C)c(Cl)cc3c2C)N2CCCCC2)cc1 (configuration not stated)	1%
COc1ccc(NC(=O)N(C)C[C@@H]2Oc3ncc(Br)cc3C(=O)N([C@@H](C)CO)C[C@@H]2C)cc1	-2%
COc1ccc(-c2noc(CSCC(=O)Nc3ccc(C)cc3Br)n2)cc1OC	3%
CCCn1c(=O)c2sccc2n2c(CCCC(=O)Nc3ccccc3F)nnc12	1%
(listing goes on)
SMILES	aSyn tox rescue
O=C(CN1CCCCCC1)N1c2ccccc2Sc2ccccc21	4%
Cc1ccccc1CC(=O)c1ccc(O)c(C)c1O	-18%
O=C(NCCOc1ccccc1)c1cccc(S(=O)(=O)N2CCN(Cc3ccccc3)CC2)c1	-2%
O=C(Cn1nc(-c2ccccc2)c2cnc3ccccc3c21)Nc1ccccc1	5%
CCOC(=O)C1=C(C)N=C2SC(C(=O)OC)=CC(=O)N2C1c1cc(OC)c(OC)c(OC)c1 (configuration not stated)	0%
Cc1csc2nc(-c3ccc(NS(=O)(=O)c4cc(F)ccc4F)cc3)cn12	u
COc1ccc(CCN2CC(C(=O)N(C)Cc3ccccn3)CCC2=O)cc1 (configuration not stated)	2%
COc1ccccc1C(=O)NNC(=O)c1cc2ccccc2cc1O	-10%
Cc1ccccc1NC(=O)N1CCc2cc(S(=O)(=O)N3CCC(C)CC3)ccc21	-7%
Cc1nc2ccn(Cc3cccnc3)c(=O)c2cc1C(=O)NCc1ccc(Cl)cc1	-3%
Cc1c(NC(=O)c2cc([N+](=O)[O-])ccc2N2CCOCC2)cccc1-c1nc2ccccc2o1	7%
COc1ccc(C(O)(CCN2CCOCC2)c2ccccc2)cc1 (configuration not stated)	8%
N#C/C(=C\c1ccc(F)cc1)C(=O)NC1CCS(=O)(=O)C1 (configuration not stated)	-7%
COc1ccc(C(=O)N2c3ccccc3C(C)(c3ccc(Cl)cc3)CC2(C)C)cc1 (configuration not stated)	3%
O=C(Cn1ccc(C(F)(F)F)n1)N/N=C/c1ccc(N2CCOCC2)cc1	-15%
COc1ccc2cc(C3=CC(=O)CC(C)(C)C3=O)ccc2c1	-10%
CCOC(=O)c1cc(-c2ccccc2)n(CCC(=O)Nc2ccc(C)cc2Cl)c1C	-2%
CCOCc1cc(CN2CCN(c3cccc(C(F)(F)F)c3)CC2)c(O)c2ncccc12	u
COCCNC(=O)Cn1c(=O)n(Cc2ccc(C(=O)NCCc3ccc(OC)c(OC)c3)cc2)c(=O)c2ccccc21	5%&-7%
Cc1ccc([C@@H]2C[C@H]3[C@@H](CN2S(=O)(=O)c2ccc(C)cc2)C(=O)C[C@@H](c2cccc(Cl)c2)N3S(=O)(=O)c2ccc(C)cc2)cc1	2%
O=C(NCCc1ccccc1)C1CCCN1S(=O)(=O)c1ccc(Cl)cc1 (configuration not stated)	11%
CCn1c(=N)c(C(=O)NC2CCCCC2)cc2c(=O)n3cccc(C)c3nc21	-2%
CCC(=O)N1CCc2cc(S(=O)(=O)NC(Cc3ccccc3)C(=O)NCc3cccc(OC)c3)ccc21 (configuration not stated)	1%
COc1ccc(OC)c(C2CC(=O)Nc3c2c(=O)n(C)c2ncnn32)c1 (configuration not stated)	-5%
Cc1cc(-c2ccc(C)c(S(=O)(=O)N3CCC(C)CC3)c2)on1	4%
Additional results.
SMILES	aSyn tox rescue
Cc1cc(=O)n2[nH]c(C)cc2n1	7%
O=C(CSc1oc(-c2ccccc2)nc1S(=O)(=O)c1ccc(Br)cc1)NC1CCCCC1	-3%
O=C(/C=C/c1ccco1)N(Cc1ccccc1)C1CCS(=O)(=O)C1 (configuration not stated)	-8%
CC1=C(C(=O)N(C)C)CC(CC(=O)NCC2CCCCC2)C(=O)N1Cc1ccccc1 (configuration not stated)	-5%
Cc1ncc(C(O)c2ccccc2)n1Cc1ccccc1 (configuration not stated)	6%
Cc1nonc1OCCCNc1ccc([N+](=O)[O-])cc1Cl	3%
O=C(COC(=O)c1cc[n+]([O-])cc1)Nc1ccc(SC(F)F)cc1	-12%
CCOc1ccc(CNC(=O)c2oc3c(c2C)-c2nn(Cc4cccc(Cl)c4)cc2CC3)cc1	5%
C#CCN(C[C@@H]1[C@@H](OC(=O)NCc2ccco2)[C@@H](OC(=O)NCc2ccco2)CN(C(=O)OC(C)C)N1C(=O)OC(C)C)S(=O)(=O)c1ccc(C)cc1	2%
CC(=O)c1ccc(NC(=O)CC2Sc3ccccc3NC2=O)cc1 (configuration not stated)	6%
COc1cccc(C(=O)Nc2ccc3nc(SCC(=O)N(C)c4ccccc4)sc3c2)c1	9%
O=C(C1CCC(CNS(=O)(=O)c2cccs2)CC1)N1CCN(c2ccc(Cl)cc2)CC1 (configuration not stated)	-9%
O=C(COc1ccc(Cl)cc1)c1ccc(O)cc1O	-18%
CCCNC(=O)C[C@H]1C[C@H]2c3cc(NC(=O)Nc4ccc(F)cc4)ccc3O[C@H]2[C@@H](CO)O1	-10%
CCCC(CCC)C(=O)NC1CC(=O)N(c2ccc3c(c2)OCCO3)C1 (configuration not stated)	1%
CC1CC(C)CN(C(=O)CSCC(=O)Nc2nc(-c3cccs3)cs2)C1 (configuration not stated)	8%
COCCc1nn2c(=O)cc(COC(=O)c3ccco3)nc2s1	-3%
O=C(Nc1ccccc1C(F)(F)F)c1ncoc1-c1ccco1	-17%
COC(=O)c1cc2c(cc1NC(=O)c1cnn(-c3ccccc3)c1-n1cccc1)OCO2	-10%
O=C(c1cccc([N+](=O)[O-])c1)c1ccccn1	-8%
COc1ccc(CCNC(=O)C2CCCN(S(=O)(=O)c3ccc(OC)cc3)C2)cc1 (configuration not stated)	-7%
CCc1cccc(CC)c1NS(=O)(=O)c1ccc2c(c1)CCN2C(=O)C1CC1	5%
Cc1cc(S(=O)(=O)Nc2cccc(-c3ccc(N4CCOCC4)nn3)c2)c(C)cc1Cl	9%
Cc1nc(SCC(=O)NCc2ccccc2)c2c(=O)n(C)c(=O)n(C)c2n1	4%
N#Cc1cccc(NC(=O)c2ccc3c(c2)N(Cc2cccc(Cl)c2)C(=O)c2ccccc2S3(=O)=O)c1	-5%
Following part.
SMILES	aSyn tox rescue
COc1ccccc1NS(=O)(=O)c1ccc(O)c(C(=O)OCC(=O)N2CCc3ccccc32)c1	6%
Fc1ccccc1N1CCN(Cc2nnc(-c3ccc4c(c3)OCO4)o2)CC1	2%
CC(=O)N1CCc2c(sc3c2c(=O)n(CCc2ccccc2)c(=O)n3Cc2cccc(C)c2)C1	-7%
COc1ccccc1N1CCN(c2ccc3c(c2)S(=O)(=O)c2cccc(C(=O)NCC4CC4)c2C3=O)CC1	-6%
C[C@@H]1CN([C@H](C)CO)C(=O)c2c(c3ccccc3n2C)-c2ccccc2CO[C@H]1CN(C)C(=O)Nc1ccccc1	-6%
COc1ccc(/C=C/C(=O)OCc2nc3ccccc3c(=O)[nH]2)c(OC)c1	-6%
O=C(Nc1ccc(Cl)cc1)C1CCN(C(=O)c2cccs2)CC1	4%
C[C@H](CO)N1C[C@H](C)[C@H](CN(C)C(=O)OCc2ccccc2)OCc2cnnn2CCCC1=O	1%
CCOC(=O)Nc1c2ccccc2nc2ccccc12	-4%
C=CCN(c1cccc(C(F)(F)F)c1)S(=O)(=O)c1cccc(C(=O)OCC(=O)Nc2ccccc2)c1	8%
Cc1c(N(C)S(=O)(=O)c2ccc(Cl)c(C(=O)N3CCC(C(N)=O)CC3)c2)c(=O)n(-c2ccccc2)n1C	-2%
CCOc1ccc(N(Cc2ccccc2)C(=O)c2nc(SC)ncc2Cl)cc1	1%
S=c1[nH]nc(-c2cccs2)n1/N=C/c1cccs1	-5%
Cc1ccc2nc(NC(=O)COc3ccc(F)cc3)sc2c1	6%
COc1cccc(Cn2cc(C(=O)c3ccc(Cl)cc3)c(=O)c3ccccc32)c1	2%
CCn1c(SCC(=O)NC2CCCCC2)nnc1-c1ccccc1F	-9%
CCc1ccccc1NC(=O)CSc1nnc(-c2ccc(OC)cc2)s1	-10%
CCOC(=O)Cc1cnc(NC(=O)CSc2nc(N)cc(=O)[nH]2)s1	3%
Cc1ccc(-n2ncc3c(NCc4ccccc4)ncnc32)cc1C	4%
CCN(CC(=O)NC1CCS(=O)(=O)C1)Cc1nc2c(Br)cc(Br)cc2c(=O)[nH]1 (configuration not stated)	2%
COc1ccc(NC(=O)CN(C)C(=O)CC2CCCC2)cc1	-5%
CC(=O)Nc1cccc(C(=O)NN2C(=O)NC3(CCC(C)CC3)C2=O)c1 (configuration not stated)	-9%
C=CCN1C(=O)C2C(C(=O)NC3CCCC3)C3C=CC2(O3)C1C(=O)NC1CCCC1 (configuration not stated)	-5%
Cc1ccc(NC(=O)N2CCC(CN3CCCCC3)CC2)c(Cl)c1	-7%
COc1cccc(CNC(=O)CSc2nc3ccccc3nc2Cc2ccc(C)cc2)c1OC	4%

Some of the entries so far, bar-delimited.
SMILES | aSyn tox rescue
COc1ccccc1NS(=O)(=O)c1ccc(O)c(C(=O)OCC(=O)N2CCc3ccccc32)c1 | 6%
Fc1ccccc1N1CCN(Cc2nnc(-c3ccc4c(c3)OCO4)o2)CC1 | 2%
CC(=O)N1CCc2c(sc3c2c(=O)n(CCc2ccccc2)c(=O)n3Cc2cccc(C)c2)C1 | -7%
COc1ccccc1N1CCN(c2ccc3c(c2)S(=O)(=O)c2cccc(C(=O)NCC4CC4)c2C3=O)CC1 | -6%
C[C@@H]1CN([C@H](C)CO)C(=O)c2c(c3ccccc3n2C)-c2ccccc2CO[C@H]1CN(C)C(=O)Nc1ccccc1 | -6%
COc1ccc(/C=C/C(=O)OCc2nc3ccccc3c(=O)[nH]2)c(OC)c1 | -6%
O=C(Nc1ccc(Cl)cc1)C1CCN(C(=O)c2cccs2)CC1 | 4%
C[C@H](CO)N1C[C@H](C)[C@H](CN(C)C(=O)OCc2ccccc2)OCc2cnnn2CCCC1=O | 1%
CCOC(=O)Nc1c2ccccc2nc2ccccc12 | -4%
C=CCN(c1cccc(C(F)(F)F)c1)S(=O)(=O)c1cccc(C(=O)OCC(=O)Nc2ccccc2)c1 | 8%
Cc1c(N(C)S(=O)(=O)c2ccc(Cl)c(C(=O)N3CCC(C(N)=O)CC3)c2)c(=O)n(-c2ccccc2)n1C | -2%
CCOc1ccc(N(Cc2ccccc2)C(=O)c2nc(SC)ncc2Cl)cc1 | 1%
S=c1[nH]nc(-c2cccs2)n1/N=C/c1cccs1 | -5%
Cc1ccc2nc(NC(=O)COc3ccc(F)cc3)sc2c1 | 6%
COc1cccc(Cn2cc(C(=O)c3ccc(Cl)cc3)c(=O)c3ccccc32)c1 | 2%
CCn1c(SCC(=O)NC2CCCCC2)nnc1-c1ccccc1F | -9%
CCc1ccccc1NC(=O)CSc1nnc(-c2ccc(OC)cc2)s1 | -10%

(continued)
SMILES	aSyn tox rescue
Cc1ccc(Cc2c(C)nn(-c3nc(C)c(C(=O)N4CCCCC4C)s3)c2C)cc1 (configuration not stated)	4%
O=C(Cc1cccs1)Nc1ccccc1-c1nc2ccccc2[nH]1	-12%
COc1ccccc1OCCNc1ccc(S(=O)(=O)N2CCCC2)cn1	-8%
O=C(Cn1cnc2c(oc3ccccc32)c1=O)Nc1ccc(F)cc1F	15%
COc1ccc(F)cc1Cn1nc(C(=O)O)c2ccccc2c1=O	11%
O=C(NC1CCCCC1)C(c1ccncc1)N(C(=O)c1csnn1)c1ccccc1F (configuration not stated)	3%
COc1ccc2c(Sc3ccccc3)c(C(=O)NCCc3ccc(Cl)cc3)[nH]c2c1	5%
CC(C)Oc1ccc(CNC(=O)c2ccc3c(c2)N(Cc2ccc(F)cc2)CCS3)cc1	-3%
CC1CCN(C(=O)CSc2nc3ccccc3nc2Cc2ccccc2)CC1	11%
CCN(CC)S(=O)(=O)c1ccc(N2CCOCC2)c(NS(=O)(=O)c2ccc(Cl)s2)c1	-6%
Cc1ccc2c(CSc3nncn3C)cc(=O)oc2c1C	0%
CC(C)(C)c1ccc(OCc2nnc(-c3ccccc3)o2)cc1	23%
COc1ccc(OC)c(CNC(=O)Cn2nc(C)c3nn(-c4ccc(Cl)cc4)c(C)c3c2=O)c1	2%

Source: PubChem BioAssay
